# Bioassay records as filed in PubChem BioAssay.
# CHT allo act: human CHT allosteric activation; CHT-expressing cells, membrane potential dye, choline EC20; stronger effect = higher value; LV-AA mutant CHT in HEK293 cells; 310,000 tested, 0.49% active; B-score at 10 µM; AID 488977;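 active means initial fluorescence not abnormally high and integrated response B-score, plate-corrected, over 3 SD above library mean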
# Target sequence (Q9GZV3 whole entry, looked up): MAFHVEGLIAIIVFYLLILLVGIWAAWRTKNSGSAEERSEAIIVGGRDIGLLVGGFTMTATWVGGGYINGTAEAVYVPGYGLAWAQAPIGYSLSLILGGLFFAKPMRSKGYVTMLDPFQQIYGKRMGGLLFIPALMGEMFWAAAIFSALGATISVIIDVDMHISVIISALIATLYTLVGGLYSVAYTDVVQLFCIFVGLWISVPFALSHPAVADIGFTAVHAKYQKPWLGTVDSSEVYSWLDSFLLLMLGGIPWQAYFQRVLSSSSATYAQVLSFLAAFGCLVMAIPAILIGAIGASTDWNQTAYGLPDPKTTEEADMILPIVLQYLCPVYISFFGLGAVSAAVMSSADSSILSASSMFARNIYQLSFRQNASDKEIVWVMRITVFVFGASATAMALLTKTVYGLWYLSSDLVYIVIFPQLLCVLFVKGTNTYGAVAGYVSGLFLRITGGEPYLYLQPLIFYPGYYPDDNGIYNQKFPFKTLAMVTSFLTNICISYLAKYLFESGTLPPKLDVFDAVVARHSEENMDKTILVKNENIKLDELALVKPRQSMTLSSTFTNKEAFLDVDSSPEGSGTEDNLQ
# CHT inh: inhibits the human high affinity choline transporter | Q9GZV3 | AID 488975 | 310,000 tested, 0.86% active | CHT-expressing cells, membrane potential dye, choline response; stronger effect = lower value | B-score at 10 µM;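 active means B-score over 3 SD under the library average, and starting fluorescence ratio not unusually high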;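 further: choline stimulus applied at its EC90 after an EC20 pre-addition; B-score computed on integrated fluorescence ratio after choline addition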
# * marks the source's active call; other numbers are inactive results; i = inactive.
SMILES,CHT allo act,CHT inh
Cn1cnnc1SCCC(=O)Nc1ccccc1,i,i
c1nnc(-c2ccc3c(c2)OCO3)o1,i,i
COc1ccc(C(=O)N2CCC(C(=O)Nc3ccc4c(c3)OCO4)CC2)cc1,i,i
C[C@H]1CN(Cc2ccccc2)C(=O)[C@@H]1CC(=O)NCc1ccccc1,i,i
COc1ccc(C(=O)OCC(=O)NCC2CCCO2)cc1 (configuration not stated),i,i
CC(=O)c1cc(CN2CCC(n3nccc3NC(=O)c3ccccc3C)CC2)cs1,i,i
COc1ccc(C(=O)NCc2ncccc2C)cc1OC1CCN(C(C)=O)CC1,i,i
COc1ccc(C)cc1S(=O)(=O)N(C)CC(=O)N1CCCCCC1,i,i
Cc1cc(OCc2cc(C(=O)N(C)CCCN3CCOCC3)no2)cc(C)c1Cl,i,i
Cc1ccc(NC(=S)N(CCN(C)C)Cc2cccs2)cc1C,i,i
CCn1c(/C(C#N)=C(\O)CCc2ccccc2)nc2ccccc21,i,i
Cc1cc(C)n2nc(C(=O)Nc3ccc(S(=O)(=O)N4CCCCC4)cc3)nc2n1,i,i
O=C(NCCc1ccccc1)C1CC(=O)N(CCc2ccccc2)C1 (configuration not stated),i,i
O=C(Nc1ccc2oc(=O)ccc2c1)c1ccc(-c2cccc(Cl)c2)o1,i,i
O=C(N/N=C/c1cc([N+](=O)[O-])ccc1O)C(O)(c1ccccc1)c1ccccc1,i,i
CNc1nc(Sc2cccc(C(F)(F)F)c2)cc(C(F)(F)F)n1,i,i
COc1ccc(NC(=O)COC(=O)c2cc(OC)c(OC)cc2NC(=O)c2ccco2)cc1OC,i,i
Cc1ccc(NS(=O)(=O)c2ccc(Br)s2)nc1,i,i
COc1ccc(NC(=O)C2CCCN(S(=O)(=O)c3cccc4cccnc34)C2)c(OC)c1 (configuration not stated),i,i
O=C(NCCc1ccc(F)cc1)c1coc(=O)c(Br)c1,i,i
CC1CCN(S(=O)(=O)N2CCCC(C(=O)NCc3ccc(F)cc3)C2)CC1 (configuration not stated),i,i
CCCCCCCCOC(=O)C[N+](C)(C)C/C=C(/C)Cl,i,i
O=C(N/N=C/c1cc([N+](=O)[O-])ccc1O)c1c[nH]c2ccccc12,i,i
CCCNC(=S)N1CCN(C(c2ccccc2)c2ccccc2)CC1,i,i
O=C(Cn1cc2c(n1)CCCC2)NCc1cccnc1,i,i
# Next part
SMILES,CHT allo act,CHT inh
O=C(CCN1C(=O)/C(=C/c2ccc3c(c2)OCO3)SC1=S)Nc1ccc(C(=O)O)cc1,i,i
CS(=O)(=O)c1ccc(S(=O)(=O)N2CCC(CO)(CCCc3ccccc3)CC2)cc1,i,i
COc1ccc(N(C)C(=O)c2cc3c(s2)-c2ccccc2S(=O)(=O)C3)cc1,i,i
CC1(c2nnc(-c3cccc(Cl)c3)o2)CC(c2ccc(OC(F)(F)F)cc2)=NO1 (configuration not stated),i,i
O=C(COC(=O)Cc1ccc(-c2ccccc2)cc1)NCc1ccccc1,i,i
C/C(=N\NC(=O)C1CC1(c1ccccc1)c1ccccc1)c1cccc([N+](=O)[O-])c1 (configuration not stated),i,i
COc1ccc(C2C(C(=O)Nc3ccc(F)cc3)=C(C)Nc3nc(CCCO)nn32)cc1 (configuration not stated),i,i
CC(C)S(=O)(=O)c1csc(C(=O)NNC(=O)Nc2ccccc2)c1Cl,i,i
COc1ccc2c(C)c(C(=O)N3CC[C@@H](N4CCC(O)CC4)[C@H](O)C3)oc2c1,i,i
CCC(C)NC(=O)CCn1ccc2cc(S(=O)(=O)N3CCCC3)ccc21 (configuration not stated),i,i
O=C(NCC1CCCO1)c1ccc2nc(N3CCCCC3)sc2c1 (configuration not stated),i,i
O=C(CCS(=O)(=O)Cc1ccccc1F)NCCc1ccc(Cl)cc1,i,i
CCc1nnc(NC(=O)CSc2nnc(C3CC3)n2C)s1,i,i
CCOc1nc(NC(=O)NS(=O)(=O)c2cccc(Cl)c2)nc(-c2ccccc2)n1,i,i
COc1ccc(OC)c(CCNC(=O)C(C)n2nc(C)c3c(C)n(-c4ccc(C)cc4)nc3c2=O)c1 (configuration not stated),i,i
CCOC(=O)C1(Cc2ccccc2)C(=O)Nc2ccccc21 (configuration not stated),i,i
COCC(C)OC(=O)c1c(N)n(CC(C)C)c2nc3ccccc3nc12 (configuration not stated),i,i
Cc1cc(C(=O)COC(=O)c2ccc(O)cc2)c(C)n1CCc1ccc(F)cc1,i,i
CC1CCN(c2nnc(-c3cccs3)c3ccccc23)CC1,i,i
Cc1sc2nc(CN3CCCC3)nc(N3CCN(C(=O)c4ccco4)CC3)c2c1C,7.27*,i
CCCNc1nc(=S)n(-c2ccccc2)c(C)c1C(C)=O,i,i
O=C(NCCc1ccccn1)c1cncc(Br)c1,i,i
COc1cccc(Oc2ccc(N/C=C/C(=O)C(C)(C)C)cc2)c1,i,i
CC1Cc2ccccc2N1C(=O)CSCC(=O)O (configuration not stated),i,i
CSCC(C)N1CCC(n2nccc2NC(=O)c2ccc3c(c2)OCO3)CC1 (configuration not stated),i,i

# Given with values under each structure: entries from further up.
# Below each compound – CHT allo act | CHT inh
CS(=O)(=O)c1ccc(S(=O)(=O)N2CCC(CO)(CCCc3ccccc3)CC2)cc1
→ i | i
COc1ccc(N(C)C(=O)c2cc3c(s2)-c2ccccc2S(=O)(=O)C3)cc1
→ i | i
CC1(c2nnc(-c3cccc(Cl)c3)o2)CC(c2ccc(OC(F)(F)F)cc2)=NO1 (configuration not stated)
→ i | i

# The list goes on:
SMILES,CHT allo act,CHT inh
O=C(Nc1ccc2c(c1)OCO2)C1CCCN1C(=O)Nc1cccc(F)c1 (configuration not stated),i,i
CS(=O)(=O)N(CC(=O)N/N=C/c1ccccc1C(=O)O)c1cccc(Cl)c1Cl,i,i
COc1ccc(C(=O)NNC(=O)CN2CCC(n3nnc4cc(F)ccc43)CC2)cc1,i,i
Cc1cccc(/N=C/c2nc(-c3ccccc3Br)oc2O)n1,i,i
O=C(c1cccc(Cl)c1)N1CCN(Cc2ccccc2F)CC1,i,i
CCOc1ccc(CCNC(=O)COC(=O)C2CCN(c3ccc(C(F)(F)F)cn3)CC2)cc1OCC,i,i
COCCn1c(SCC(=O)c2c[nH]c3ccccc23)nnc1-c1ccncc1,i,i
CC(=Nc1ccccc1)C1=C(O)CCCC1=O,i,i
CC(OC(=O)C1CC(O)CN1S(=O)(=O)c1ccccc1[N+](=O)[O-])C(=O)N1CCCCC1 (configuration not stated),i,i
O=c1c2ccc(Cl)cc2nc(-c2ccc([N+](=O)[O-])cc2)n1O,i,i
CCOC(=O)C(N)CSC1CC(=O)N(CCc2ccccc2)C1=O (configuration not stated),i,i
CC(C)NC(=O)C1c2ccccc2Oc2ccccc21,i,i
CCn1ncc(-c2csc(N)n2)c1C,i,i
COc1ccc(CNC(=O)c2cc(C3CC3)on2)cc1,i,i
O=C(O)C1CCCCC1C(=O)Nc1cc(C(F)(F)F)ccc1Cl (configuration not stated),i,i
CC1Cc2ccccc2N1CC(=O)Nc1ccc(S(=O)(=O)N(C)C)cc1 (configuration not stated),i,i
Cc1ccc(NC(=O)CS(=O)CC(=O)NCC2OCCc3ccccc32)c(C)c1 (configuration not stated),i,i
Cc1cc(-c2nnc(SCC(=O)Nc3ccc(F)cc3)n2N)n[nH]1,i,i
CNC(=S)NNC(=O)Cc1ccc(O)cc1,i,i
C=CCn1c(CCc2ccc(OC(C)C)cc2)n[nH]c1=S,i,i
COc1ccc(N2C(=O)NC(NC(=O)c3cccnc3)(C(F)(F)F)C2=O)cc1 (configuration not stated),i,i
CCOC(=O)C1=C(CCc2ccccc2)NC(=O)NC1c1cccc([N+](=O)[O-])c1 (configuration not stated),i,i
O=C(C(Cc1ccccc1)N1C(=O)C2C3C=CC(C3)C2C1=O)N1CCCCC1 (configuration not stated),i,i
Cc1nc2c(cc1NC(=O)c1ccccc1)nc(C)n2Cc1ccccc1,i,i
COc1cccc(Nc2nc(CN3CCOCC3)nc3sc4c(c23)CCCC4)c1,i,i

# Reprinted at random: 2 compounds from above, in no set order.
SMILES,CHT allo act,CHT inh
CCOC(=O)C(N)CSC1CC(=O)N(CCc2ccccc2)C1=O (configuration not stated),i,i
CCn1ncc(-c2csc(N)n2)c1C,i,i

# (more compounds)
SMILES,CHT allo act,CHT inh
C=CCNC(=O)NC(=O)COC(=O)C(C)Oc1ccc(Cl)cc1Cl (configuration not stated),i,i
Cc1cc(C)c(NC(=O)CS(=O)CC(=O)Nc2ccc(N3CCOCC3)cc2)c(C)c1 (configuration not stated),i,i
CC1CCC/C=C/C(=O)c2c(O)cc(O)cc2CC(=O)O1 (configuration not stated),i,i
Cn1ccc(-c2cc(C(=O)O)c3ccccc3n2)n1,i,i
CCN(C(=O)CCN1C(=O)c2ccccc2S1(=O)=O)c1ccccc1,i,i
CCC(C)(C)NC(=O)C1CCCN1C(=O)NC1CCCCC1 (configuration not stated),i,i
COc1ccc(NC(=O)CCCNC(=O)Cn2cnc3sc4c(c3c2=O)CCCC4)cc1OC,i,i
O=C(c1ccc2oc(CCc3ccccc3)nc2c1)N1CC[C@H](O)C1,i,i
O=C(Nc1nccs1)c1ccc2nccnc2c1,i,i
COc1ccc(-c2cc(CNS(=O)(=O)c3ccccc3)on2)cc1,i,i
COc1ccc([N+](=O)[O-])cc1-c1nc2ccccc2nc1-c1ccccc1,i,i
Cc1nc(N2CCOCC2)nc(N2CCCCC2)c1[N+](=O)[O-],i,i
Cc1nc2c(Br)c3nc(C(F)(F)F)[nH]c3c(Br)c2[nH]1,i,i
O=C(CSc1nnc(CN2CCOCC2)n1-c1ccc(Cl)cc1)Nc1cc(Cl)ccc1O,i,i
CCOC(=O)C1=NN(C(=O)Cc2ccccc2)C(O)(C(C)(C)C)C1 (configuration not stated),i,i
COc1ccc2nc(N/C(N)=N/C(=S)Nc3ccccc3)nc(C)c2c1,i,i
N#Cc1c(NC(=O)C(=O)NCCCN2CCOCC2)sc2c1CCCC2,i,i
O=C(c1ccco1)N(Cc1cc2ccccc2[nH]c1=O)CC1CCCO1 (configuration not stated),i,i
COc1cccc(N=C(N)N=C(N)N)c1,i,i
CCC(=O)Nc1cccc(C2=NOC3(C2)C[C@@H](C(N)=O)N(C(=O)C(c2ccccc2)c2ccccc2)C3)c1 (some centres not stated),i,i
O=C(CSc1nc2ccccc2c(=O)n1Cc1ccco1)Nc1cccc(O)c1,i,i
O=C1CCCCC1C(Nc1ccc(Br)cc1)c1ccccc1 (configuration not stated),i,i
CC(C)(C)c1ccc(C(=O)Nc2ccc(C(=O)N3CCCC3)cc2)cc1,i,i
COC(=O)CCSCC(=O)Nc1nnc(C)s1,i,i
CCCc1cc(=O)[nH]c(SCC(=O)N2C(C)CCCC2C)n1 (configuration not stated),i,i
# (more compounds)
SMILES,CHT allo act,CHT inh
C=CCOc1ccc(/C=N/NC(=O)C(=O)N2CCCCCC2)cc1OC,i,i
CCCc1ccc(OCCNC(=O)CC)cc1,i,i
O=C(O)CN1CCN(C(c2ccccc2)c2ccccc2)CC1,i,i
COC(=O)c1nc(N)sc1-c1ccc(OC)cc1,i,i
Cc1cccc(-c2nnc(SCC(=O)NCc3ccc4c(c3)OCO4)n2C)c1,i,i
COCC(=O)NC1CCN(CC(=O)Nc2ccc(OC)cc2[N+](=O)[O-])CC1,i,i
COCCCNC(=O)CCCC(=O)NCCCOC,i,i
CCCCCC1CC(CC(=O)Nc2ccc([N+](=O)[O-])cc2)OC1=O (configuration not stated),i,i
Nn1c(SCC(=O)Nc2nccs2)nnc1-c1ccccn1,i,i
Cc1nccn1C[C@@H]1CCc2c(c3ccccc3n2C)C1=O,i,-5.75*
CC(N=Cc1ccccc1O)c1ccccc1 (configuration not stated),i,i
CC(C)(C)NC(=O)c1cc(-c2ccc3c(c2)OCO3)nc2ccccc12,i,i
CCOc1nc(N2CCOCC2)nc(C)c1[N+](=O)[O-],i,i
c1ccc2c(c1)CCCN2Cc1nnnn1C1CCCC1,i,i
Cc1ccc(C(=O)NCC(=O)OCC(=O)N2CCCc3ccccc32)cc1,i,i
Cc1ccc(C(=O)NNc2ncnc3c2cnn3C)cc1,i,i
Cc1cc(C)c(NC(=O)CSc2nc3[nH]ncc3c(=O)[nH]2)c(C)c1,i,i
C=CCN1C(=O)c2ccc(C(=O)N(CCC)CC(=O)Nc3ccccc3C)cc2C1=O,i,i
O=C(c1cc(C2CC2)on1)N1CCOCC1,i,i
CCCCn1c(SCC(=O)OCC)nnc1-c1ccoc1C,i,i
O=C(Nc1nc(COc2ccccc2)cs1)c1ccccc1F,i,i
Cc1ccc2nc3c(cc(C(N)=S)c(=N)n3CCCOC(C)C)c(=O)n2c1,i,i
CCc1ccc(C(C(=O)NC2CCCCC2)N(C(=O)c2ccccn2)c2cccnc2)cc1 (configuration not stated),i,i

# Whole records, quoted from the list. Values in the order: CHT allo act	CHT inh
# O=C(c1cccc(Cl)c1)N1CCN(Cc2ccccc2F)CC1 is listed with i	i
# COc1ccc(C)cc1S(=O)(=O)N(C)CC(=O)N1CCCCCC1 is listed with i	i
# O=C(CCN1C(=O)/C(=C/c2ccc3c(c2)OCO3)SC1=S)Nc1ccc(C(=O)O)cc1 is listed with i	i
